Screening data (PubChem BioAssay)
LmPK inh: blocks Leishmania mexicana pyruvate kinase activity. purified LmPK, Kinase-Glo ATP luminescence, 1 h. Q27686. 0.37% of 290,000 active. AID 1721. Potency, µM (titrated, usually from 57.5 µM), for inactives: at the highest dose activity change, negative = inhibition, hits mostly inhibitors; further: potency means the concentration at half of the fitted maximal effect
Target sequence (Q27686 whole entry, looked up): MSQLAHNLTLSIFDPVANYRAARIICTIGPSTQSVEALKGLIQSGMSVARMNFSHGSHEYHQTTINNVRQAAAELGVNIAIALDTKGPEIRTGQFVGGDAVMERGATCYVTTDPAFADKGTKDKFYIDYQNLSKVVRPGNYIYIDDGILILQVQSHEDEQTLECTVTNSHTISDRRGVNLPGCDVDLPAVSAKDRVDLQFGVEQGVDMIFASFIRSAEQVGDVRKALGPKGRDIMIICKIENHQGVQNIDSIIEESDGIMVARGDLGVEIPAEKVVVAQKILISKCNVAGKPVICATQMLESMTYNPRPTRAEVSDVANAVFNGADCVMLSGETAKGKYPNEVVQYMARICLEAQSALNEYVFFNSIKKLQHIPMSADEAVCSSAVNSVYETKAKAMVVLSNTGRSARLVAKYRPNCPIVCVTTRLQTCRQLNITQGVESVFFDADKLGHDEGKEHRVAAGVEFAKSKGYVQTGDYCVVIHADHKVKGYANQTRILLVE
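Kinase-Glo luminescence read after 1 h RT reaction of 0.1 nM LmPK with 0.5 mM PEP and 0.1 mM ADP. Activity scaled between uninhibited and enzyme-free controls.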
HCV inhibitor: blocks hepatitis C virus; Huh7.5.1 HCVcc-Cre infection, luciferase reporter, 44 h; Potency, µM (doses to about 41.8 µM), for the others: top-dose activity change, negative = inhibition, usual class: inhibitors; 3.4% of 340,000 active; further: potency means the concentration at half of the fitted maximal effect
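Whole-lifecycle infectious HCVcc-Cre system; cells 1,000/well, compound then virus (~0.5 moi) added 4 h after plating, 44 h culture. Luciferase read 15 sec following 15 min substrate incubation, room temp.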
AMA1-RON2 inh: inhibitors of Plasmodium falciparum AMA1-RON2 interaction; AlphaScreen AMA1-biotinylated RON2 peptide binding; Potency, µM (titrated, usually from 58.2 µM), without a hit: top-dose activity change, negative = inhibition, usual class: inhibitors; 0.2% of 360,000 active; AID 720542;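 further: potency means the concentration at half of the fitted maximal effect; 0% = vehicle wells and -100% = peptide control; nearly all actives have a fitted effect of over 45% in size; some results filed as inactive show a strong effect at the top dose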
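AMA1 (3D7) with his tag at 25 nM final met compounds first, then biotinylated RON2 peptide at 25 nM; detection used donor plus acceptor beads, 10 µg/mL apiece, read by AlphaScreen after 30 min at room temperature.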
AmpC inh no detg: inhibitors of E. coli AmpC beta-lactamase without detergent. P00811. AmpC nitrocefin hydrolysis, absorbance 480 nm, 0.0001% Triton. Potency, µM (titrated, usually from 57.1 µM), without a hit: top-dose activity change, negative = inhibition, actives largely listed as inhibitors. 0.52% of 330,000 active;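 further: potency means the concentration at half of the fitted maximal effect; plate controls were no compound for no effect and no enzyme for full effect; nearly all actives have a fitted effect of over 20% in size; some results filed as inactive show a strong effect at the top dose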
Target sequence (P00811 whole entry, looked up): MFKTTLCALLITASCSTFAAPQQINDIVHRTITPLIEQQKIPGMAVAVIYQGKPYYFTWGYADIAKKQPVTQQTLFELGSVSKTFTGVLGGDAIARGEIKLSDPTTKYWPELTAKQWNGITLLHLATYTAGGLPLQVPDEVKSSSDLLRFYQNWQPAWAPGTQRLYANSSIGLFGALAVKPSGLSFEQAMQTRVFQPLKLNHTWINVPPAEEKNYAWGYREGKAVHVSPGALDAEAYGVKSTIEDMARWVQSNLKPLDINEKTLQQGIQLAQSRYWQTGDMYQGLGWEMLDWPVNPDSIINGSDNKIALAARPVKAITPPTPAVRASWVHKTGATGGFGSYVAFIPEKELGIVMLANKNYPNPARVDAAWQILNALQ
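20 mM phosphate pH 7.0 + 0.01% (detergent screen) or 0.0001% Triton X-100; 5.3 nM AmpC reagent; cpd preinc 15 min RT; nitrocefin (800 uM stock) to start; A480 q20 s × 4 min; Activity was normalised to no-enzyme and no-compound control wells.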
HCMV antiviral: blocks human cytomegalovirus replication | HFF cells, HCMV-luciferase reporter, 72 h; hits give low values | 4.5% of 410,000 active | activity change, negative = inhibition, % at 57.5 µM; in the data active means activity change below about -60%; inconclusive means no clear call, values can overlap the other calls; inactive means above about -39%
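Steps: HFFs plated, 16 h 37C; compounds added; HCMV-luciferase added to MOI 1 PFU/cell; 72 h 37C; OneGlo reagent, 5 min room temperature; luminescence read, normalized to controls.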
Tb PYK inh: inhibitors of Trypanosoma brucei pyruvate kinase; Q57TT1; TbPYK enzyme, Kinase-Glo Plus ATP luminescence, 45 min; 0.12% of 410,000 active; Potency, µM (highest dose often 76.8 µM), inactives show top-dose activity, negative = inhibition, hits mostly inhibitors; further: potency means the concentration at half of the fitted maximal effect; nearly all actives have a fitted effect of over 50% in size
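TbPYK + substrate in 50 mM TEA pH 7.2, 100 mM KCl, 10 mM MgCl2, 0.05% BSA, 0.01% Tween-20; cpd pinned; ADP 130 uM final; 45 min RT; Kinase-Glo Plus 10 min; luminescence endpoint.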
AmpC detergent: inhibitors of E. coli AmpC beta-lactamase with detergent; AmpC hydrolysis of nitrocefin, absorbance 480 nm, 0.01% Triton; AID 485294; Potency, µM (series often up to 114 µM), for the others: at the top dose activity change, negative = inhibition, hits mostly inhibitors; 0.041% of 370,000 active; P00811;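 further: potency means the concentration at half of the fitted maximal effect; 0% = no-compound wells and -100% = no-enzyme wells; nearly all actives have a fitted effect of over 25% in size; some results filed as inactive show a strong effect at the top dose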
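AmpC (5.3 nM in the dispensed reagent) in 20 mM phosphate pH 7.0 with 0.01% (detergent screen) or 0.0001% Triton X-100 was preincubated with compounds for 15 min at room temperature. Nitrocefin was then added from an 800 uM solution, and hydrolysis was followed at 480 nm.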
Numbers without * were called inactive; ? = inconclusive; . = not tested or not shown; + = active, no number; [ ] = dose if it differs, or a comment. Unless noted, the call rests on the fitted dose curve; in most records, active means well fitted curve in the direction sought with a large enough effect; inconclusive means small, poorly fitted or top-dose-only effect, or another doubt; inactive means no such curve, though single readings can be large; an effect the other way counts as inactive or inconclusive. Unless noted, on the % scale 0 is the no-effect control and ±100 the full control effect.

Start of the data: the first 9 records, ahead of the listing:
SMILES	LmPK inh	HCV inhibitor	AMA1-RON2 inh	AmpC inh no detg	HCMV antiviral	Tb PYK inh	AmpC detergent
Nc1cc(=O)[nH]c(SCC(=O)Nc2cccc(S(=O)(=O)N3CCCCCC3)c2)n1	.	6%	7%	-11%	-7	2%	.
O=C(c1ccc(=O)oc1)N1CCC(C(O)(c2ccccc2)c2ccccc2)CC1	7%	-3%	8%	-16%	28	2%	8%
CC(C)C1S/C(=N/N=C/c2ccco2)NC1=O (stereo not drawn)	0%	28%	24%	-11%	20	-11%	3%
CCC1Sc2ccc(S(=O)(=O)CCC(=O)Nc3c(Cl)cc(OC)cc3OC)cc2NC1=O (stereo not drawn)	0%	?	14%	17%	10	4%	1%
COCCCNC(=O)c1cc2n(n1)CCCN(Cc1ccc(C)cc1)C2=O	.	.	.	.	4	3%	13%
c1ccc(C(c2nnnn2Cc2cccs2)N2CCN(C3CCCC3)CC2)cc1 (stereo not drawn)	-2%	-3%	-4%	-16%	-7	1%	2%
O=C(CSc1nnc(CNC(=O)c2ccccc2F)n1-c1ccccc1)Nc1ccccc1F	.	.	.	.	-5	3%	-6%
O=C(CN1CCCCC1)N1c2ccccc2Oc2ccccc21	-3%	-4%	-2%	-9%	-3	7%	-13%
CCOC(=O)C1CCCN(C(=O)c2ccccc2NC(=O)C2=C(C)OCCS2)C1 (stereo not drawn)	1%	9%	4%	-5%	-9	0%	-11%

The listing, from the start:
SMILES	LmPK inh	HCV inhibitor	AMA1-RON2 inh	AmpC inh no detg	HCMV antiviral	Tb PYK inh	AmpC detergent
Nc1cc(=O)[nH]c(SCC(=O)Nc2cccc(S(=O)(=O)N3CCCCCC3)c2)n1	.	6%	7%	-11%	-7	2%	.
O=C(c1ccc(=O)oc1)N1CCC(C(O)(c2ccccc2)c2ccccc2)CC1	7%	-3%	8%	-16%	28	2%	8%
CC(C)C1S/C(=N/N=C/c2ccco2)NC1=O (stereo not drawn)	0%	28%	24%	-11%	20	-11%	3%
CCC1Sc2ccc(S(=O)(=O)CCC(=O)Nc3c(Cl)cc(OC)cc3OC)cc2NC1=O (stereo not drawn)	0%	?	14%	17%	10	4%	1%
COCCCNC(=O)c1cc2n(n1)CCCN(Cc1ccc(C)cc1)C2=O	.	.	.	.	4	3%	13%
c1ccc(C(c2nnnn2Cc2cccs2)N2CCN(C3CCCC3)CC2)cc1 (stereo not drawn)	-2%	-3%	-4%	-16%	-7	1%	2%
O=C(CSc1nnc(CNC(=O)c2ccccc2F)n1-c1ccccc1)Nc1ccccc1F	.	.	.	.	-5	3%	-6%
O=C(CN1CCCCC1)N1c2ccccc2Oc2ccccc21	-3%	-4%	-2%	-9%	-3	7%	-13%
CCOC(=O)C1CCCN(C(=O)c2ccccc2NC(=O)C2=C(C)OCCS2)C1 (stereo not drawn)	1%	9%	4%	-5%	-9	0%	-11%
CN(C)c1ccc(NC(=O)COC(=O)c2ccc3c(c2)OCO3)cc1	.	0%	-20%	-17%	-18	-13%	.
O=C(Cc1ccccc1)N/N=C/c1ccc(OC(=O)/C=C\c2ccco2)cc1	-1%	-5%	15%	-30%	-13	0%	5%
Cc1ccc(C(=O)N/N=C\c2ccc[nH]2)cn1	3%	8.9µM*	-31%	-7%	-21	3%	-3%
COC(CNc1nc(SC)nc2sc3c(c12)CCN(C)C3)OC	-3%	-20%	-15%	13%	-6	-8%	0%
CC1CCN(C(=O)C2CCN(S(=O)(=O)c3cc(Cl)ccc3Cl)CC2)CC1	3%	0%	-7%	-9%	-87*	-16%	-4%
COc1cc(-c2nc(SCC(=O)Nc3ccc(C)cc3)c(-c3ccc(F)cc3)[nH]2)cc(OC)c1OC	.	.	.	.	-61*	-1%	7%
CNCCCNCc1ccc(SC)cc1	-12%	.	.	-16%	.	.	0%
COc1nc(N(C)C)nc(N2CC(=O)N(CCNS(=O)(=O)c3ccc(C)cc3)C2=N)n1	1%	39%[activator]	5%	-13%	20	-2%	-13%
O=C1CC/C=C\C[C@@H](CC(=O)N(CCO)Cc2ccccc2)C(=O)NC[C@@H](c2ccccc2)O1	.	4%	10%	31%	4	-5%	.
COc1ccc(OCC(=O)Nc2nc3ccc(NC(C)=O)cc3s2)cc1	-3%	7%	-22%	-46%	0	1%	1%
CN(C)c1oc(/C=C/c2ccc(F)cc2)nc1C#N	.	.	.	.	47	0%	-7%
C=C(C(=O)c1ccccc1)C(NC(C)(C)C)c1ccccc1 (stereo not drawn)	.	3.5µM*	-1%	.	-98*	-1%	.
c1ccc2c(c1)OCC(c1nn3cnnc3s1)O2 (stereo not drawn)	-7%	9%	3%	-14%	-4	.	-8%
COc1ccc2sc(N(CCN(C)C)C(=O)/C=C/c3cccs3)nc2c1	15%[11.5 µM]	16µM*	-23%	156%[activator]	-76*	2%	6%
CCc1c(C)sc(NC(=O)C2CCCCC2C(=O)O)c1C(N)=O (stereo not drawn)	0%	14%	20%	-22%	33	-42%	-2%
COC(=O)CC(NC(=O)C1CC1)c1ccc2c(c1)OCO2 (stereo not drawn)	4%	7%	9%	-6%	0	0%	2%
Cn1c(O)c(C=NCCN2CCN(C(=O)Nc3ccccc3)CC2)c(=O)n(C)c1=O	-7%	13%	18%	-14%	-5	-2%	-2%
Cc1ccc(C(O)(c2ccc(C)c(C)c2)C2CN3CCC2CC3)cc1C (stereo not drawn)	-3%	?	0%	50%	-97*	2%	-6%
O=S(=O)(NCCNS(=O)(=O)c1ccc(F)cc1)c1ccc(F)cc1	5%	13%	-2%	-40%	-8	3%	3%
COc1ccc(NC(=O)/C(C#N)=C/c2ccc(OCCN3CCOCC3)c(OC)c2)c(OC)c1	-6%	0%	-3%	-11%	.	-6%	-2%
O=C(Nc1ccc(S(=O)(=O)N2CCOCC2)cc1)c1ccc(Cl)s1	-1%	3%	1%	-45%	12	-13%	?
O=C(O)CCn1ncc2ccccc2c1=O	2%	-4%	3%	-10%	-2	-3%	6%
O=C(COC(=O)c1cccnc1Nc1ccccc1F)NCCN1C(=O)CSC1=O	-8%	?	0%	-2%	-6	4%	?
CCN1C(=O)/C(=C2/Sc3ccc(OC)cc3N2C)SC1=Nc1cccc(O)c1	0%	-14%	-6%	-20%	-25	10%	4%
CCS(=O)(=O)Nc1ccc(C(=O)c2ccccc2)cc1	0%	-5%	0%	-18%	26	2%	-1%
CCN(CCCNC(=O)CNC(=O)Cn1cnc2ccccc2c1=O)c1ccccc1	-9%	6%	-6%	72%[activator]	-34	-4%	-5%
CC12CCC(c3c(C(=O)O)nn(-c4ccccc4)c31)C2(C)C (stereo not drawn)	4%	17%	36%[activator]	-14%	41	7%	?
CCOC(=O)C(O)(c1ccc(NC(=S)NC(=O)c2ccc(Cl)cc2Cl)c(C)c1)C(F)(F)F (stereo not drawn)	1%	?	55%[activator]	-14%	?	-1%	-14%
CCc1nc2ccc(C(=O)N(C)Cc3ccccc3)cn2c1N(CC)Cc1cccc(Br)c1	.	.	-7%	.	-2	-19%	.
Cc1nc2nc(SCC(=O)NCCCN3CCCCCC3)nn2c(C)c1Cc1ccccc1Cl	2%	?	-10%	114%[activator]	+	-2%	4%
O=C(C[C@H]1C/C=C\C[C@@H](Cc2ccc(F)cc2)C(=O)OC[C@H]2CCCN2C1=O)N[C@H](CO)Cc1ccccc1	.	21%	9%	186%[activator]	10	-1%	.

For convenience, some entries already given:
SMILES	LmPK inh	HCV inhibitor	AMA1-RON2 inh	AmpC inh no detg	HCMV antiviral	Tb PYK inh	AmpC detergent
Cn1c(O)c(C=NCCN2CCN(C(=O)Nc3ccccc3)CC2)c(=O)n(C)c1=O	-7%	13%	18%	-14%	-5	-2%	-2%
Cc1ccc(C(O)(c2ccc(C)c(C)c2)C2CN3CCC2CC3)cc1C (stereo not drawn)	-3%	?	0%	50%	-97*	2%	-6%

Next section:
SMILES	LmPK inh	HCV inhibitor	AMA1-RON2 inh	AmpC inh no detg	HCMV antiviral	Tb PYK inh	AmpC detergent
Cc1onc(-c2ccccc2)c1C(=O)NC1CC1	.	9%	-4%	-7%	-7	7%	-17%
Cc1ccccc1S(=O)(=O)N(C)C[C@H]1OCc2cnnn2CCCC(=O)N([C@@H](C)CO)C[C@H]1C	.	.	-11%	.	4	7%	.
CCc1ccc(NC(=O)c2ccc3c(c2)N(Cc2ccc(C)cc2)CCS3)cc1	.	.	.	.	52	0%	-9%
COC(=O)c1ccc(NC(=O)CCc2c(C)nc3c(c2C)c(=O)n(C)c(=O)n3C)cc1	.	.	.	.	-8	1%	-9%
CCn1c(SCC(=O)Nc2cc(NC(C)=O)ccc2OC)nnc1-c1ccncc1	-1%	6%	.	-11%	-14	.	-9%
Nc1ncnc2c1ncn2[C@@H]1O[C@H](C(=O)N[C@H]2c3ccccc3C[C@H]2OC=O)[C@@H](O)[C@H]1O	.	.	2%	.	-16	-5%	.
CC1CCCCN1C/C=C/c1ccccc1[N+](=O)[O-] (stereo not drawn)	0%	.	6%	-14%	37	5%	?
COc1cccc(Nc2nnc(SCC(=O)N3CCOCC3)s2)c1	-1%	-2%	-7%	4%	43	-2%	-4%
C=CCN1CC[C@]23c4c5ccc(O)c4OC2[C@H](O)CC[C@@]3(O)[C@H]1C5 (stereo partly drawn)	.	23%	8%	-19%	28	5%	.
CCN(CC(=O)Nc1ccc2c(c1)OCCO2)CC(=O)Nc1ccc2c(c1)OCO2	16%	-7%	1%	-2%	-36	0%	3%
Cc1cnc(NS(=O)(=O)c2ccccc2)c(Br)c1	2%	12%	-17%	-33%	25	30%	-12%
COc1ccc(S(=O)(=O)NCC(=O)N(CC(=O)NCC2CCCO2)Cc2ccccc2)cc1 (stereo not drawn)	9%	-7%	6%	14%	14	-7%	-10%
COc1ccc(C(=O)CC(=O)C(=O)Nc2ccc(C)cc2Cl)cc1	2%	10µM*	38%[activator]	-25%	2	3%	-1%
CNC(=O)CSc1ncnc2c1cnn2-c1ccccc1	-3%[11.5 µM]	1%	29%	-14%	-24	0%	5%
O=C(CSc1cccc[n+]1[O-])Nc1ccc2c(c1)OCCO2	12%	0%	-7%	-23%	-33	-3%	1%
CCOC(=O)C1=C(C)NC2=C(C(=O)C(C(=O)OCC)C(c3ccc(OC)cc3)C2)C1c1ccccn1 (stereo not drawn)	6%	10%	7%	11%	6	-2%	?
